Bcl-xL primary: blocks human Bcl-xL binding to Bim BH3 peptide; AID 2129; inhibition, % at 10.9 µM; Q07817; 320,000 tested, 0.7% active; GST-Bcl-xL / FITC-Bim BH3 peptide fluorescence polarization;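 active = inhibition above the mean of all tested compounds plus 3 SD, cutoff set per campaign, cut at about 30% in these data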;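 also: 0% = DMSO wells and 100% = unlabeled Bim-BH3 peptide competitor; inhibitors lower millipolarization by displacing the labeled peptide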
Fam108B inh: Fam108B inhibition, counter-screen for RBBP9 inhibitors; recombinant Fam108B, FP-Rh probe fluorescence polarization; inhibition, % at 9.51 µM; 300,000 tested, 0.33% active; AID 1947;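 active = inhibition above the screen mean inhibition plus 3 SD, computed separately per campaign, cut at about 18% in these data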;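 also: inhibitors lower polarization as less probe binds the enzyme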
GRK2 aptamer HTS: blocks RNA aptamer binding to human GRK2 | P25098 | 330,000 tested, 0.59% active | AID 488847 | inhibition of aptamer binding, % at 10 µM | bead flow cytometry, FAM-aptamer displacement from GRK2;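 active = inhibition of aptamer binding above 40%, roughly 3 SD of noise, on plates passing a quality check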;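 also: median bead fluorescence of bound FAM aptamer so fluorescent compounds give negative values; no value below 0 was filed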
MEX-5 binding: C. elegans MEX-5 TCR-2 RNA binding activity; Q9XUB2; MEX-5/FITC-TCR2 RNA binding, fluorescence polarization; active compounds read low; activity score (negative = inhibition of binding), % at 10 µM; 300,000 tested, 0.38% active;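 active = inhibition past about -25% in most replicates, and total fluorescence under double the plate's negative control median, limit read from the data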;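 also: 0% = DMSO and -100% = 5 µM competing unlabeled TCR2 RNA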
MCL1-BIM inh: disrupts human MCL1 binding to BIM-BH3 peptide; AID 2057; GST-MCL1 / FITC-Bim-BH3 fluorescence polarization; inhibition, % at 10.9 µM; 320,000 tested, 0.68% active;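 active = inhibition above the mean inhibition of all tested compounds plus 3 SD, set per campaign, cut at about 40% in these data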;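 also: 0% = DMSO wells and 100% = unlabeled Bim-BH3 peptide control; higher means more loss of mP so more displacement of Bim peptide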
GLD-1 RNA inh: GLD-1-TGE RNA interaction inhibition (C. elegans); purified GLD-1 + fluorescein TGE RNA, fluorescence polarization; inhibition, % at 5.96 µM; 320,000 tested, 0.44% active; AID 2280;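 active = percent inhibition above a per-plate cutoff, the plate mean of test compounds plus 3 SD, cut at about 30% in these data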;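 also: 0% = DMSO wells with GLD-1 and probe and 100% = wells lacking GLD-1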
PME-1 inh: blocks human protein phosphatase methylesterase 1. inhibition, % at 5.9 µM. 320,000 tested, 0.53% active. recombinant PME-1, FP-Rh probe fluorescence polarization. Q9Y570;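 active = inhibition above the campaign mean of all compounds plus 3 SD, cut at about 26% in these data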;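 also: competitive labeling of PME-1 active site by serine hydrolase directed probe; 0% = PME-1 with DMSO and 100% = wells lacking PME-1 enzyme; inhibitors block probe labeling so polarization falls and inhibition rises; many of its hits are not listed in these tables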
Efflux pump inh: antifungal efflux pump inhibition, Nile Red retention; S. cerevisiae Candida pump triplex; inhibition, % at 10 µM; 330,000 tested, 0.44% active;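 active = plate passing quality check with inhibition over a set limit, or well fluorescence over plate mean plus 4 SD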;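 also: Nile Red retained in pooled yeast measured as flow cytometry median fluorescence; 0% = buffer negative control and 100% = Enniatin B positive control; higher means more Nile Red kept so more efflux inhibition; some compounds called inactive have numbers as strong as hits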
VLA-4 inh: inhibition in a human VLA-4 binding assay | 330,000 tested, 0.2% active | inhibition, % (about 7 µM as worked out from the volumes in the protocol) | P13612 | AID 2557 | VLA-4 expressing cells, ligand binding flow cytometry; in the data active = inhibition above about 50%
Target sequence (P13612 whole entry, looked up): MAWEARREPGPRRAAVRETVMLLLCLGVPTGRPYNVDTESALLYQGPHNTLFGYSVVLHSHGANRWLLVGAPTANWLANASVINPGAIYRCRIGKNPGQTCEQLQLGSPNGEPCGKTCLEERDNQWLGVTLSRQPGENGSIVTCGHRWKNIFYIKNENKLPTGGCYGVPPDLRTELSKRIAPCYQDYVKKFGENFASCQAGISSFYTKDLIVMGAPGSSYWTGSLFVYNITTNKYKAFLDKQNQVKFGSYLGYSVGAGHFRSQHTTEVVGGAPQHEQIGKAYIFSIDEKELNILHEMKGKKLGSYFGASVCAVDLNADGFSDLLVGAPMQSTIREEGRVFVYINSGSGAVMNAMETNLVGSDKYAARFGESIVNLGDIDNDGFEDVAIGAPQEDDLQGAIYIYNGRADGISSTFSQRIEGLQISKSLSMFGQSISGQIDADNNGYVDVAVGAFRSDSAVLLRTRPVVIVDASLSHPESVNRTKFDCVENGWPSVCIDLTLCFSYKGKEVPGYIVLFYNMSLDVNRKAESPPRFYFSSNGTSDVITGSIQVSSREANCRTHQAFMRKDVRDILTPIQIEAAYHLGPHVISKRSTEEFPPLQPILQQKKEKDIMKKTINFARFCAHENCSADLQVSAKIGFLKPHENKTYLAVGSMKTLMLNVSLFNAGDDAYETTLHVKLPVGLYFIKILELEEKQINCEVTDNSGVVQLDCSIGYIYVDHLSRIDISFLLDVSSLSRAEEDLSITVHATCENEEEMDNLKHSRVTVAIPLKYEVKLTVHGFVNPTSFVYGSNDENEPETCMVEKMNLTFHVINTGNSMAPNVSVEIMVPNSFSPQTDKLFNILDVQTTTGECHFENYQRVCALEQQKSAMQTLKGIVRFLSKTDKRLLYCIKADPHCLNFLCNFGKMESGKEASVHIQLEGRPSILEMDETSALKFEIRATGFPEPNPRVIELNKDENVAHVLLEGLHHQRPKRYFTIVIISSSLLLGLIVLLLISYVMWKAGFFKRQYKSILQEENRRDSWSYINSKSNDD
Numbers without * were called inactive; / = no result given. An excerpt; the hit share may differ from the screen's.

SMILES	Bcl-xL primary	Fam108B inh	GRK2 aptamer HTS	MEX-5 binding	MCL1-BIM inh	GLD-1 RNA inh	PME-1 inh	Efflux pump inh	VLA-4 inh
O=C(Nc1ccccc1C(=O)NCCc1ccccc1)c1ccco1	2	3	1	-2.3	-1	-4	-5	0.2	2
CNC(=O)COc1ncnc2sc(C)c(C)c12	6	-1	0	-1.8	4	1	-2	0.4	-7
Clc1ccc(CNC2CCN(Cc3ccccc3)CC2)cc1	4	-3	3	-3.3	7	3	3	0.1	8
CCCCCCCCCC(=O)N/N=C/c1ccc(C)s1	6	1	0	-0.3	6	6	3	0.1	22
O=C(O)CCCC(=O)Nc1nc(-c2ccccc2)cs1	2	-6	1	-1.4	-2	1	-1	0.1	2
CC(C)C(NC(=O)c1ccc(F)cc1)C(=O)OCC(=O)N1CC(=O)Nc2ccccc21 (stereo not given)	6	2	4	0.4	4	3	-2	0.0	18
CCOC(=O)C1=C(C)NC2=C(C(=O)CC(C)(C)C2)C1c1cccc(C)n1 (stereo not given)	3	1	1	-1.4	2	5	-1	-0.1	2
COCc1cc(C)nc(N/N=C/c2ccc(Cl)c(Cl)c2)c1C#N	1	-1	85*	0.1	-6	-6	6	0.1	13
CC1CCN(C(=O)Oc2ccccc2)CC1	0	2	0	0.5	11	-3	2	-0.1	2
O=C(O)c1ccc(NC(=O)c2ccccc2NC(=O)c2ccccc2Br)cc1	0	-8	2	0.7	1	-6	-8	0.0	5
Cc1ccccc1Oc1ccc(-c2nc(N)nc(N)n2)cc1	8	1	1	2.3	10	-4	-2	0.1	8
COc1ccc(NC(=O)C(CCS(C)(=O)=O)NC(C)=O)cc1 (stereo not given)	2	0	0	-1.7	1	-1	0	0.0	2
CC1CCCN(C(=O)c2cc3c(-c4ccc(Cl)cc4)nn(C)c3s2)C1 (stereo not given)	-1	1	0	-1.9	-1	-1	-6	0.0	-3
O=C(Nc1ccnn1C1CCN(C(=O)c2cc(Cl)ccc2F)CC1)C1CCOC1 (stereo not given)	1	-1	1	1.7	5	-1	0	0.0	11
CC(C)CCN1CCN(Cc2cn[nH]c2C2CCCCC2)CC1CCO (stereo not given)	-1	2	0	-0.7	-6	10	-5	0.0	7
O=C(OCC(=O)N1CCN(C(=O)c2ccco2)CC1)c1sc2ccccc2c1Cl	-1	-1	16	-3.1	6	-2	-5	0.0	2
COc1ccc(CN2CCOCCOCCOCCOCC2)cc1	4	-2	0	0.1	5	-4	0	-0.1	-3
Cc1cccc(NC(=O)c2cccc(C(=O)Nc3cccc(C)c3)c2)c1	5	-6	0	1.9	7	0	-3	0.0	12
CN(CCNC(=O)C1CCN(S(=O)(=O)c2cnc[nH]2)CC1)Cc1ccccc1	-5	3	4	0.5	7	1	-5	0.0	-1
CCCC(=O)NCc1ccncc1	3	-2	6	0.1	-9	-10	-3	0.3	4
COC(=O)c1ccc(N2CCCCC2)c(NC(=O)c2ccco2)c1	3	2	1	-1.0	0	3	-5	0.1	4
O=C(O)c1sccc1S(=O)(=O)N1CCN(c2ccc(C(F)(F)F)cn2)CC1	2	-1	4	-1.6	9	-5	7	0.3	2
COc1ccc(C(=O)C[n+]2cccc(C)c2C)cc1[N+](=O)[O-]	0	1	2	-1.0	4	-4	2	-0.1	12
CCOP(=O)(c1ccc(N(C)C)cc1)C(O)c1ccccc1 (stereo not given)	2	1	5	2.1	0	3	3	0.1	5
Cc1ccc(C)c(NS(=O)(=O)c2cc(C(=O)Nc3ccccc3-c3ccccc3)ccc2Cl)c1	7	-13	1	-1.6	2	-3	-32	0.0	7

GRK2 aptamer HTS, entries above that show a hit.
Compound,Bcl-xL primary,GRK2 aptamer HTS,MEX-5 binding,MCL1-BIM inh,GLD-1 RNA inh,PME-1 inh,Efflux pump inh,VLA-4 inh
COCc1cc(C)nc(N/N=C/c2ccc(Cl)c(Cl)c2)c1C#N,1,85*,0.1,-6,-6,6,0.1,13

(further entries)
SMILES	Bcl-xL primary	Fam108B inh	GRK2 aptamer HTS	MEX-5 binding	MCL1-BIM inh	GLD-1 RNA inh	PME-1 inh	Efflux pump inh	VLA-4 inh
Cc1cnc(C(=O)Nc2ccc(-n3cnnn3)cc2)cn1	15	0	3	-2.7	14	3	3	0.1	10
CCC(C)Sc1nnc(CSc2nc3nc(C)cc(C)n3n2)o1 (stereo not given)	1	4	0	0.1	-5	2	-2	0.0	-8
CCN(CC)c1ccc(/C=N/NC(=O)Nc2ccccc2)cc1	7	6	3	2.0	2	1	12	0.3	-1
C=CCn1nnnc1SCC(=O)Nc1ccc(C(=O)OC)cc1	-4	2	0	3.4	-2	8	4	0.1	9
CCOc1ccccc1CNC(CC)CO (stereo not given)	1	0	0	-1.4	5	1	4	-0.1	18
Cc1ccc(S(=O)(=O)Nc2ccc(Br)cc2/C=N/n2cnnc2)cc1	-1	0	6	-0.1	1	8	1	0.0	-27
O=C(CN1C(=O)CCS(=O)(=O)c2ccccc21)NCc1ccc(F)cc1	2	-7	1	2.1	-1	-5	4	0.2	-10
CCCCCN(C(=O)COC(=O)Cc1c(C)nc2ccccc2c1C)c1c(N)n(CCCC)c(=O)[nH]c1=O	-7	-1	0	0.1	-9	8	-1	-0.1	-4
Cc1ccccc1OC1C(=O)N(Cc2ccc3c(c2)OCO3)C1c1sccc1C (stereo not given)	5	-3	4	0.4	12	2	3	0.2	-3
COc1ccc(S(=O)(=O)N2c3ccccc3OCC2CC(=O)O)cc1 (stereo not given)	1	3	4	0.9	3	6	-1	-0.2	22
O=C(NCc1ccco1)c1ccc(-c2cccc(Cl)c2)o1	6	-1	0	-3.1	5	-2	-6	0.1	4
O=C(Cn1ncc2c([nH]c3ccccc32)c1=O)N1CCOCC1	-3	4	1	-0.3	1	-10	-3	0.1	3
Cc1cc(C)nc(SCC(=O)N/N=C/c2cccn2-c2cccc(C(F)(F)F)c2)n1	-10	-1	2	-3.2	-14	1	3	0.3	-6
Cc1ccc(CC(=O)Nc2cccnc2)cc1	1	3	1	0.2	-5	7	1	0.2	-2
CC(C)(C)c1ccc(C(=O)Oc2ccccc2CCC(=O)O)cc1	10	0	0	0.7	4	-3	6	0.1	32
CC1=NNC(=O)C1CC(=O)N/N=C(\C)c1cccs1 (stereo not given)	6	-1	3	-1.9	2	2	1	-0.1	-6
Cc1ccc(S(=O)(=O)CCC(=O)Nc2ccc(F)cc2)cc1	3	1	0	2.9	5	8	3	0.0	5
Cc1ccn2cc(-c3cccc(S(=O)(=O)N4CCCCC4)c3)nc2c1	0	-4	0	-0.8	1	3	2	-0.6	-14
CCOc1ccc(NC(=O)c2nnn(CC(=O)Nc3ccccc3OC)c2N)cc1	2	-4	4	0.6	4	-3	-6	0.3	8
COc1cnc(-c2ccccn2)nc1Oc1ccc(Cl)cc1	2	-4	1	5.1	8	4	3	0.1	17
O=C(Nc1ccc[n+](CC(=O)c2cccc3ccccc23)c1)c1ccccc1	7	-5	0	-1.3	2	-3	3	0.2	12
CCCn1nnc(NC(=O)Cc2ccccc2)n1	5	4	1	-3.6	5	4	5	0.0	-3
COc1cccc(OC)c1C(=O)Nc1sc2c(c1C(N)=O)CCN(Cc1ccccc1)C2	0	-2	0	-7.0	1	3	-2	0.0	0
CCOC(=O)c1c(-c2ccccc2Cl)csc1NC(=O)CSc1nc(C)cc(=O)[nH]1	-3	-12	0	-0.3	4	-3	-18	0.6	5
Cc1ccc(CN2CC(C(=O)Nc3ccccc3N3CCCC3)CC2=O)cc1 (stereo not given)	3	0	0	-0.2	1	3	-1	0.1	-3
The results go on:
SMILES	Bcl-xL primary	Fam108B inh	GRK2 aptamer HTS	MEX-5 binding	MCL1-BIM inh	GLD-1 RNA inh	PME-1 inh	Efflux pump inh	VLA-4 inh
CCn1c(O)c(C(C#N)=C2N=c3ccccc3=N2)c2ccccc21	-1	-4	0	0.0	-4	-5	1	0.0	-12
O=C1CCCC(O)=C1C=NCCc1ccccc1	-4	4	0	0.7	-6	-1	-7	0.0	-3
COc1ccc(-n2nnnc2SCC(=O)Nc2ccccc2N2CCOCC2)cc1	1	-2	4	-0.4	-7	-6	1	-0.1	10
Cc1ccc(C(=O)NC(C)c2ccccc2)cc1S(=O)(=O)N1CCOCC1 (stereo not given)	0	7	0	0.7	-4	-1	14	-0.2	5
CCN1/C(=C2/SC(=S)N(C)C2=O)C=Cc2cc(C)ccc21	3	-5	0	2.0	4	9	-2	0.3	-1
CC1CN(C2=Nc3cccc4cccc2c34)CC(C)O1 (stereo not given)	38*	-8	0	-19	35	47*	-3	0.5	1
O[Si](CCCN1CCCCC1)(c1ccc(F)cc1)C1CCCCC1 (stereo not given)	-4	-7	0	/	6	-9	-1	0.1	11
Cc1ccnc(N/N=C/c2ccco2)n1	1	3	3	-1.0	2	-3	2	0.0	6
COc1ccc(NC(=O)COC(=O)c2c(-c3ccccc3)noc2C)cc1	-6	-3	2	0.7	-3	10	0	0.1	1
Cc1ccc(N2C(=O)C3C4C=CC(CNC(=S)Nc5cccc(Cl)c5)(O4)C3C2=O)cc1 (stereo not given)	4	-10	2	-1.3	-1	7	3	0.4	-1
C[C@@H]1CN([C@H](C)CO)C(=O)c2cc(NC(=O)Nc3ccc(C(F)(F)F)cc3)ccc2O[C@H]1CN(C)S(=O)(=O)c1ccc(Cl)cc1	/	/	3	/	/	-6	/	0.4	37
CCCc1nnc(-c2cc(OC)c(OC)c(OC)c2)o1	0	2	0	-1.4	-5	-3	-2	1.9*	-160
COc1cccc(C(=O)Nc2nc(-c3ccc4c(c3)OCO4)cs2)c1	1	-12	3	1.3	0	2	-13	-0.3	-17
C=CCOc1ccccc1NC(=O)CN1C(=O)CNC1=O	2	7	0	1.5	4	8	-7	-0.2	-4
COCCn1c(SCc2nc(N)nc(Nc3ccccc3C)n2)nc2ccccc2c1=O	2	-4	2	-0.6	2	5	-2	0.1	-4
COc1cc(=O)[nH]c(=O)n1CC(=O)c1ccccc1	-6	-4	1	1.0	-2	-5	2	0.7	13
CCCOc1ccc(C2C3=C(CCCC3=O)N(CC(=O)O)C3=C2C(=O)CCC3)cc1OCC	81*	2	1	2.3	101*	33*	0	-0.1	2
C=CCOc1ccccc1CN(C(=O)CCl)c1ccc2c(c1)OCO2	7	-2	1	-0.4	5	-1	0	0.0	-29
Cc1ccc(NC2CCCN(C(=O)c3cnsn3)C2)cc1C (stereo not given)	6	-3	8	-1.5	7	2	4	0.0	12
C=C(C)Cn1c(CCNC(=O)C(C)C)nc2ccccc21	0	0	1	0.7	-1	0	0	0.0	9
COc1cccc(C(=O)Nc2cc(C(=O)NCCc3ccccc3)ccc2Cl)c1	0	-6	7	2.0	-1	9	-2	-0.1	15
COc1ccc(N(CC(=O)NC2CCCC2)C(=O)Cn2nnc(-c3ccc(OC)c(OC)c3)n2)cc1	3	3	0	-0.5	6	-9	3	0.1	3
O=C(N/N=C/c1ccccc1OC(=O)N1CCOCC1)c1cccs1	6	0	3	-1.0	4	-2	1	0.0	14
O=C(CSC1=NS(=O)(=O)c2cc(F)ccc2N1)NCc1ccccc1Cl	1	-1	1	-1.9	5	4	3	-0.4	-17
O=c1c2ccccc2oc2cc(OCc3cccc(F)c3)cc(O)c12	/	/	4	1.4	/	/	/	0.4	12
Cc1c(OCC(=O)NCCCN2CCOCC2)ccc2c1oc(=O)c1ccccc12	7	-1	0	0.3	9	6	5	-0.2	6
O=[N+]([O-])c1ccc(N2CCCCC2)c(Cl)c1N1CCCCC1	-1	2	0	-0.7	1	3	-8	-0.2	15

Look-ups from the list:
`C=CCOc1ccccc1NC(=O)CN1C(=O)CNC1=O` in GLD-1 RNA inh has 8
`Cc1ccc(NC2CCCN(C(=O)c3cnsn3)C2)cc1C` (stereo not given) in VLA-4 inh has 12
